PglD DTNB: blocks C. jejuni PglD acetyltransferase activity; purified PglD enzyme, DTNB colorimetric CoA detection; 360,000 compounds, 0.098% hits; inhibition, % at 12.5 µM; in the data active = inhibition above about 16%, passing the limit was not always enough; inconclusive = no clear call, values can overlap the other calls; also: strong numbers were not always called active
E-sel inducer: induces E-selectin expression in human endothelial cells | P16581 | HUVEC E-selectin immunofluorescence imaging; normalized: neutral wells 0, TNF-alpha wells 100 | activation, % at 7.58 µM | 260,000 compounds, 0.37% hits;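 active = mean E-selectin-positive cell signal at least 10% of the positive control, reached in at least 60% of replicates, without over 20% cell loss; inconclusive = no rule given, readout overlaps actives, possibly toxicity-flagged; inactive = the rest, including those meeting only one limit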;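 also: in these data hits start at about 27%; measured in HUVEC primary endothelial cells; signal is the percent of cells scored E-selectin positive by PE staining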
Target sequence (P16581 whole entry, looked up): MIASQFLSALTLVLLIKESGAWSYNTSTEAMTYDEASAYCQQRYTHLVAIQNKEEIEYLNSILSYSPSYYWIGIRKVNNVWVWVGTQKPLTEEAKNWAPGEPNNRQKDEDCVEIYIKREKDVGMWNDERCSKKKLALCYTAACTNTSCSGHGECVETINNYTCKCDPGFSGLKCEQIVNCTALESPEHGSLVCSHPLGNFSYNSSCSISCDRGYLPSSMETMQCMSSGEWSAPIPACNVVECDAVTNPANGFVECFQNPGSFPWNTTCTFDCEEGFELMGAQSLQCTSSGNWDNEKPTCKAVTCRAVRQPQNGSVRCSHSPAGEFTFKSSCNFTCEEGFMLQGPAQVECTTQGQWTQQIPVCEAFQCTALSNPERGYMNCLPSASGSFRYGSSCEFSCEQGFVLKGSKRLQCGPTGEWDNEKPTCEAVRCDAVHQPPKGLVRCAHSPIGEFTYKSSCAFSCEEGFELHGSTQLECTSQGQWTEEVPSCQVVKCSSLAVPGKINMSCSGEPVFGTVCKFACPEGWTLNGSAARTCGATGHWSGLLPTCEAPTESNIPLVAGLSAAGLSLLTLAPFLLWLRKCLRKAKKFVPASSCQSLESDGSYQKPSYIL
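Test system: HUVEC | Signal: Immunofluorescence imaging | Read-out: Percent E-selectin-positive cells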
ERAP1 HTS inh: inhibitors of human ERAP1 aminopeptidase | inhibition, % at 10.7 µM | Q9NZ08 | recombinant ERAP1, Leu-AMC fluorescence, 60 min | AID 652197 | 340,000 compounds, 0.15% hits;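 active = mean replicate inhibition of at least 30%, or all replicates individually reaching that 30% level; inactive = mean below 30% and not every replicate reaching it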;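 also: 0% = neutral control wells and 100% = L-leucinethiol positive control wells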
RAD54 inh: blocks human RAD54 Holliday junction branch migration. Q92698. 360,000 compounds, 0.14% hits. inhibition, % at 10.4 µM. FAM/BHQ fluorescence. AID 602329;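 active = mean normalized replicate activity at least 40 and at least half of replicates scoring 40 or more; inconclusive = only one of the two criteria met; inactive = mean below 40 and under half of replicates reaching 40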;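 also: 0% = median of neutral control wells and 100% = median of positive control wells; inhibitors cause a drop in the FAM fluorescence signal; in these data hits start at about 50%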
miR-122 sensor: blocks miR-122 activity in Huh7 sensor cells. Huh7 miR-122 Renilla luciferase sensor, 48 h; neutral wells = 0, positive control = 100. activation (reporter increase), % at 12.5 µM. 340,000 compounds, 0.3% hits;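 active = mean replicate activation score at least 90 and every replicate individually at or above 90; inconclusive = only one of the two criteria met; inactive = neither criterion met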;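 also: higher luciferase means less miR-122 activity so hits act as miR-122 inhibitors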
PGC1a acetyl inh: lowers PGC1a acetylation signal in U2OS cells; AlphaScreen anti-acetyl-lysine; with virally co-expressed GCN5 acetyltransferase; inhibition, % at 15.6 µM; 350,000 compounds, 0.17% hits;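 active = every replicate shows inhibition of at least 40%; inconclusive = mean inhibition at least 40% but some replicate below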;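 also: 0% = neutral control wells and 100% = positive control wells; some results beyond the cut were filed as inactive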
Cneo AK release: Cryptococcus neoformans lysis via adenylate kinase release. C. neoformans lysis, adenylate kinase release luminescence, 4 h; normalised: neutral wells 0, clomiphene wells 100. lysis activity, % at 15 µM. 360,000 compounds, 0.2% hits. AID 651654;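 active = mean lysis activity across replicates of at least 80%, whatever share of replicates individually reach that level; inactive = mean lysis activity below 80%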
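Material – log-phase Cryptococcus neoformans yeast cells · Input – 5 × 10^6 yeast cells/mL · Medium – fresh YPD growth medium · Doses – single compound concentration per well · Timing – static 4 h at 37 °C with compound, 1 h detection · Detection – adenylate kinase release luminescence · Read-out – signal increase indicating cell lysis · Control set – Clomiphene as positive lysis control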
RAD52 anneal inh: RAD52 (human) annealing inhibition; P43351; 360,000 compounds, 0.46% hits; recombinant RAD52 DNA annealing, FRET fluorescence; inhibition, % at 18.7 µM;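 active = every replicate showing at least 50% inhibition; inconclusive = mean inhibition at least 50% but not in every replicate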
Target sequence (P43351 whole entry, looked up): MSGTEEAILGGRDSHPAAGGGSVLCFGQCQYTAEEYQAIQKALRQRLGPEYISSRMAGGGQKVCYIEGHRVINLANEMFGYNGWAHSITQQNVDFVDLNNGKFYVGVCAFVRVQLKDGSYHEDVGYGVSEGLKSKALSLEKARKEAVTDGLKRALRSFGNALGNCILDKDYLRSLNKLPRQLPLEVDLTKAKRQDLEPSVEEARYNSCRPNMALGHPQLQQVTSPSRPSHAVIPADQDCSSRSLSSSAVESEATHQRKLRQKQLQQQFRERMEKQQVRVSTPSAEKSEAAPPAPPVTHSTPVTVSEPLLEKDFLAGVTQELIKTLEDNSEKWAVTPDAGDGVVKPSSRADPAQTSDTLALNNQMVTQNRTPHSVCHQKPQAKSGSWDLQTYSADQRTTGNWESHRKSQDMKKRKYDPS
* = called active by the depositor; u = inconclusive; x = not tested or not shown; & = joins results of further samples; [ ] = dose if it differs, or a comment.

SMILES	PglD DTNB	E-sel inducer	ERAP1 HTS inh	RAD54 inh	miR-122 sensor	PGC1a acetyl inh	Cneo AK release	RAD52 anneal inh
C[C@H]1CN([C@@H](C)CO)C(=O)c2cc(NS(=O)(=O)c3ccc(Cl)cc3)ccc2O[C@@H]1CN(C)C	8	x	1	3	10[16.7 µM]	0	-1	19
CC(=O)c1nc2ccccc2n1CCc1ccccc1	-6	x	-1	-1	11	-2	0	4
C[C@@H]1CN([C@@H](C)CO)C(=O)c2cc(NC(=O)NC3CCCCC3)ccc2O[C@@H](C)CCCCO[C@H]1CN(C)C(=O)c1ccncc1	1	-0.3	x	-1	15[16.7 µM]	4	-7	x
Cc1[nH]n(-c2ccccc2)c(=O)c1CCOC(=O)c1ccc(C(F)(F)F)cc1	x	x	x	10	-10	0	2	x
CO[C@@H]1CN(C)C(=O)c2ccc(NS(=O)(=O)c3ccccc3F)cc2OC[C@@H](C)NC[C@@H]1C	x	0.0	0	x	x	3	x	-9
CCOC(=O)c1ccc(-n2c(CN3CCOCC3)nc3ccc([N+](=O)[O-])cc3c2=O)cc1	x	7.8	6	x	6	4	x	0
COc1ccc(S(=O)(=O)N(C)C[C@@H]2OCCCC[C@@H](C)Oc3ccc(NC(=O)NC(C)C)cc3C(=O)N([C@@H](C)CO)C[C@H]2C)cc1	0	-0.1	0	4	-11[16.7 µM]	4	-6	8
CC1(C)C2CCC(C2)C1(C)NC(=O)CN1CCOCC1 (configuration not stated)	-1	x	x	0	0	5	-1	x
CC(C)C(=O)Nc1ccc2c(c1)C(=O)N(C)[C@H]1CC[C@H](CC(=O)N[C@H](C)c3ccccc3)O[C@H]1CO2	-2	-0.1	x	1	10[16.7 µM]	-2	-1	x
COc1ccc(S(=O)(=O)N(C)C[C@H]2Oc3ccc(NS(=O)(=O)c4cccs4)cc3C(=O)N([C@H](C)CO)C[C@@H]2C)cc1	-3&-3	-0.2&-0.1	-1&-3	7&5	-6[16.7 µM]	-7&5	1&0	3&-16

Ordered by value in PglD DTNB (rising): some entries from above.
Compound,PglD DTNB,ERAP1 HTS inh,miR-122 sensor,PGC1a acetyl inh,RAD52 anneal inh
CC(=O)c1nc2ccccc2n1CCc1ccccc1,-6,-1,11,-2,4
CC(C)C(=O)Nc1ccc2c(c1)C(=O)N(C)[C@H]1CC[C@H](CC(=O)N[C@H](C)c3ccccc3)O[C@H]1CO2,-2,x,10[16.7 µM],-2,x
CC1(C)C2CCC(C2)C1(C)NC(=O)CN1CCOCC1 (configuration not stated),-1,x,0,5,x
COc1ccc(S(=O)(=O)N(C)C[C@@H]2OCCCC[C@@H](C)Oc3ccc(NC(=O)NC(C)C)cc3C(=O)N([C@@H](C)CO)C[C@H]2C)cc1,0,0,-11[16.7 µM],4,8
C[C@@H]1CN([C@@H](C)CO)C(=O)c2cc(NC(=O)NC3CCCCC3)ccc2O[C@@H](C)CCCCO[C@H]1CN(C)C(=O)c1ccncc1,1,x,15[16.7 µM],4,x
C[C@H]1CN([C@@H](C)CO)C(=O)c2cc(NS(=O)(=O)c3ccc(Cl)cc3)ccc2O[C@@H]1CN(C)C,8,1,10[16.7 µM],0,19

Further compounds follow.
SMILES	PglD DTNB	E-sel inducer	ERAP1 HTS inh	RAD54 inh	miR-122 sensor	PGC1a acetyl inh	Cneo AK release	RAD52 anneal inh
Oc1ccc2ccccc2c1CN1CCOCC1	1	-2.0	-2	-2	-3	-30	5	4
C[C@H](O)C#Cc1cnc2c(c1)C(=O)N([C@@H](C)CO)C[C@H](C)[C@H](CN(C)C(=O)c1ccccc1F)O2	1	x	0	1	4[16.7 µM]	-8	5	3
Cc1ccc(-n2ncc3c2CC(C)(C)CC3NC(=O)CCN2CCCO2)cc1 (configuration not stated)	-3	x	0	-1	x	x	11	4
C[C@@H]1CN([C@H](C)CO)S(=O)(=O)c2ccc(-c3ccc(C(=O)N(C)C)cc3)cc2O[C@H]1CN(C)C	-2	0.8	0	3	-5[16.7 µM]	6	-1	-12
CSCCC(NC(=O)c1ccccc1Cl)C(=O)Nc1ccc(C)c(S(=O)(=O)N2CCOCC2)c1 (configuration not stated)	-1	-0.2	-3	-6	5	x	3	-15
CCC1CC2CC(NC(C)=O)C1C2 (configuration not stated)	-5	x	x	-5	-4	-2	2	x
C[C@H](CO)N1C[C@H](C)[C@@H](CN(C)Cc2ccc3c(c2)OCO3)Oc2ccc(NC(=O)CCCN(C)C)cc2CC1=O	-1	-0.1	-1	-2	0[16.7 µM]	6	47	35
CC(C)NC(=O)N[C@H]1C=C[C@@H](CC(=O)N2CCCCC2)O[C@H]1CO	0	-0.7	0	1	0[16.7 µM]	-1	-1	-17
Cc1nn(Cc2ccc(F)cc2)c(C)c1NC(=O)CCCn1nc([N+](=O)[O-])cc1C	2	0.3	-2	5	-2	7	0	-4
C[C@@H]1CCCCO[C@@H](CN(C)S(=O)(=O)c2ccc(Cl)cc2)[C@@H](C)CN([C@@H](C)CO)C(=O)c2cc(NC(=O)Nc3ccc(F)cc3)ccc2O1	2	x	-1	-1	3[16.7 µM]	0	-6	17

Compound profiles (already shown).
CC(=O)c1nc2ccccc2n1CCc1ccccc1 in the list: PglD DTNB: -6; E-sel inducer: x; ERAP1 HTS inh: -1; RAD54 inh: -1; miR-122 sensor: 11; PGC1a acetyl inh: -2; Cneo AK release: 0; RAD52 anneal inh: 4
CC1(C)C2CCC(C2)C1(C)NC(=O)CN1CCOCC1 (configuration not stated) in the list: PglD DTNB: -1; E-sel inducer: x; ERAP1 HTS inh: x; RAD54 inh: 0; miR-122 sensor: 0; PGC1a acetyl inh: 5; Cneo AK release: -1; RAD52 anneal inh: x

Next section.
SMILES	PglD DTNB	E-sel inducer	ERAP1 HTS inh	RAD54 inh	miR-122 sensor	PGC1a acetyl inh	Cneo AK release	RAD52 anneal inh
CCNC(=O)C[C@H]1CC[C@H]2[C@@H](COc3ccc(NC(=O)Nc4ccccc4Cl)cc3C(=O)N2C)O1	x	0.4	-1	x	x	4	x	0
COc1ccc(CCNC(=O)C2CCN(S(=O)(=O)c3cccc4nsnc34)CC2)cc1OC	2	x	x	-3	-8	-10	2	x
NS(=O)(=O)c1ccc(CNC(=O)c2cccc(Oc3ccccc3)c2)cc1	7	0.1	-4	-15	-2	9	-2	-9
C[C@@H]1CCCCO[C@H](CN(C)C(=O)Nc2cccc3ccccc23)[C@@H](C)CN([C@H](C)CO)C(=O)c2cc(NC(=O)Nc3cccc4ccccc34)ccc2O1	-3	-0.2	-2	-11	25[16.7 µM]	-9	0	-9
CC(N=C1NS(=O)(=O)c2ccccc21)c1ccccc1 (configuration not stated)	-1	x	x	-1	14	-3	-1	x
O=C1CCCC2=C1C(c1ccc(O)c(Br)c1)C1=C(CCCC1=O)N2c1ccccc1	x	0.1	6	x	x	6	x	-25
CCC1(C)NC(=O)N(CC(=O)N2N=C(c3ccccc3)CC2c2ccc(OC)cc2)C1=O (configuration not stated)	2	x	1	5	14	x	-4	-5
O=C(CSc1nc2ccccc2c(=O)n1-c1ccccc1F)NC1CC1	-2	x	-6	1	0	x	1	4
CN1CCN(c2ccc([N+](=O)[O-])cc2C(=O)Nc2ccccc2)CC1	x	x	5	x	10	u	x	-5
O=C(CNC(=O)c1ccccc1F)OCC(=O)c1c[nH]c2ccccc12	-1	-0.2	-1	0	x	x	-1	-32

Overlap with the part before: four entries; new compounds follow.
SMILES	PglD DTNB	E-sel inducer	ERAP1 HTS inh	RAD54 inh	miR-122 sensor	PGC1a acetyl inh	Cneo AK release	RAD52 anneal inh
CCC1(C)NC(=O)N(CC(=O)N2N=C(c3ccccc3)CC2c2ccc(OC)cc2)C1=O (configuration not stated)	2	x	1	5	14	x	-4	-5
O=C(CSc1nc2ccccc2c(=O)n1-c1ccccc1F)NC1CC1	-2	x	-6	1	0	x	1	4
CN1CCN(c2ccc([N+](=O)[O-])cc2C(=O)Nc2ccccc2)CC1	x	x	5	x	10	u	x	-5
O=C(CNC(=O)c1ccccc1F)OCC(=O)c1c[nH]c2ccccc12	-1	-0.2	-1	0	x	x	-1	-32
CC(CCN1CCN(CCO)CC1)c1ccccc1 (configuration not stated)	-4	x	-4	-11	-3	13	-1	6
CCOC(=O)c1cnc(SCC(=O)Nc2sc(C)c(C)c2C#N)nc1N	2	x	x	-13	21	0	-4	x
COc1ccccc1NS(=O)(=O)c1cccc(NC(=O)C2CC2)c1	0	x	2	-2	x	x	-2	2
C[C@H](CO)N1C[C@H](C)[C@H](CN(C)C(=O)Nc2ccc(-c3cccs3)cc2)OCc2cn(nn2)CCCC1=O	3	0.3	-5	-1	-4[16.7 µM]	6	60	8
NC(=O)COC(=O)c1ccc2c(c1)S(=O)(=O)N=C1CCCCCN12	-2	x	1	-5	-17	x	0	-12
O=C(O)C1CCN(S(=O)(=O)Cc2ccccc2)CC1	-4	-0.1	-4	-7	-5	2	2	-15
C[C@]12c3[nH]c4ccccc4c3CCN1C(=O)C(CC(=O)NCCCn1ccnc1)C[C@@H]2C(=O)N1CCOCC1 (some centres not stated)	-1	x	-3	-3	10	-10	-3	-17
O=C(CCN1C(=O)/C(=C/c2ccc(Cl)cc2)SC1=S)Nc1ccc(C(=O)O)cc1	8	-0.1	1	-1	x	1	1	-13
COCCCN1C(=O)C(CC(=O)NCCc2ccccn2)CC(C(=O)N(C(C)C)C(C)C)=C1C (configuration not stated)	-2	0.0	-3	4	-3	-3	-3	-2
Cc1oc2cc3oc(=O)c(CCC(=O)N4C[C@H]5C[C@@H](C4)c4cccc(=O)n4C5)c(C)c3cc2c1C	1	x	1	2	-1	-4	13	-1
COc1ccccc1CCN1CCCC(CN(C)C(=O)c2ccco2)C1 (configuration not stated)	-8	x	1	4	-8	3	4	-11
Cc1cc(C)c(C(=O)N2CCCC(CNC(=O)C3(c4ccc(Cl)cc4)CC3)C2)c(=O)[nH]1 (configuration not stated)	x	0.1	1	x	x	0	x	-5
CCN(CC)CCN(CC(=O)Nc1c(C)cc(C)cc1C)C(=O)c1ccccc1	5	0.0	11	3	-5	7	-1	2
CC(/C=C/c1ccccc1)=N\Nc1nc(-c2ccccc2)cs1	-5	x	2	-9	3	1	0	-2
COc1ccc(C#Cc2ccc3c(c2)[C@@H]2[C@@H](CCN2C(=O)C2CCCCC2)[C@@H](CO)N3)cc1	-4	0.0	x	1	-1[16.7 µM]	3	-8	x
COc1ccc(S(=O)(=O)N(C)C[C@H]2OCCCC[C@@H](C)Oc3ccc(NC(=O)Nc4c(C)noc4C)cc3C(=O)N([C@H](C)CO)C[C@@H]2C)cc1	-1	-0.2	9	1	2[16.7 µM]	2	-3	0
CO[C@H]1CN(C)C(=O)c2ccc(NC(=O)Nc3ccccc3)cc2OC[C@@H](C)N(C(=O)Nc2c(C)noc2C)C[C@H]1C	2	0.1	2	-1	2[16.7 µM]	-9	3	18

This is a random part of the collection. About 1.4% of those tested had a hit in this group.
